# RAD54 inh = RAD54 (human) branch migration inhibition; Q92698; 0.14% of 360,000 active; RAD54 Holliday junction branch migration, FAM/BHQ fluorescence; inhibition, % at 10.4 µM; AID 602329;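 active means mean normalized replicate activity at least 40 and at least half of replicates scoring 40 or more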;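 further: 0% = median of neutral control wells and 100% = median of positive control wells; inhibitors cause a drop in the FAM fluorescence signal; in these data hits start at about 50%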
# FN deposit inh = fibronectin deposition inhibition; AH1F fibroblasts, Alexa488-fibronectin deposition fluorescence, overnight; inhibition, % at 12.6 µM; 0.086% of 350,000 active; AID 743247;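 active means mean inhibition across replicates of 30% or more, regardless of how many single replicates reach that level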;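 further: positive control wells lacked labelled fibronectin entirely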
#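 Schedule: 1 h cell adhesion before compound, then overnight fibronectin incubation; test system: AH1F fibroblast monolayer depositing Alexa488-labelled fibronectin into matrix; quantity: 10000 AH1F cells per well; probe or stimulus: fluorescent fibronectin at 24 nM final; signal: fluorescence, ex 485 nm, em 525 nm; evaluation: percent inhibition as loss of matrix-bound fibronectin fluorescence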
# S100A4 MyoIIA = inhibitors of human S100A4 binding to myosin IIA peptide; S100A4/TAMRA-MyoIIA peptide fluorescence polarization; inhibition, % at 10.7 µM; 0.14% of 360,000 active; AID 652163; P26447;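 active means mean inhibition of at least 70% across replicates, with every replicate also reaching that level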
# Target sequence (P26447 whole entry, looked up): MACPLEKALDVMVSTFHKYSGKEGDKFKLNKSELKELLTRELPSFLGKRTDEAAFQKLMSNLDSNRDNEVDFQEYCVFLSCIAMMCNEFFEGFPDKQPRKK
#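 Assay system: human S100A4 monomer with TAMRA-labelled myosin IIA peptide / Buffer or medium: Calcium-containing HEPES buffer, pH 7.2 / Reagent: TAMRA-labelled myosin IIA heavy-chain peptide probe, 5 nM / Compound: one dose per compound / Timing: polarization read 5 min after assay mix addition, stable 5–60 min / Benchmarks: neutral control DMSO, positive control TFP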
# esBAF inh = inhibitors of esBAF chromatin remodeling in mouse ES cells. reporter increase, % at 12.5 µM. Bmi1-luciferase knock-in reporter, 24 h; 100% = twice the neutral-well signal. AID 602393. 2% of 350,000 active; in the data active means activation above about 40%;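 further: 0% = median of the plate's neutral control wells and 100% = double that signal; a rise in the Bmi1 reporter signal indicates esBAF inhibition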
# Xi reactivation = activators of X-chromosome reactivation in mouse fibroblasts; XiGFP mouse fibroblasts, % GFP-positive cells imaging, 3 d; cells co-treated with 5-aza-dC sensitizer; scaled so ellipticine positive control = 100%; activation, % at 7.58 µM; 0.055% of 360,000 active; AID 743238;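 active means mean normalized replicate activation at least 10% and every replicate at or above 10%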;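 further: 0% = median of on-plate neutral control wells and 100% = ellipticine 6 µM median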
#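 assay system = SV40-immortalized XiGFP fibroblast cells, line 68-5-11 | buffer or medium = DMEM plus 5-aza-dC sensitizer | doses = single-point pinned compound dosing | times = 3-day compound exposure, then 15 min fixation at room temperature | benchmarks = positive control ellipticine, 6 µM final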
# RAD52 inh = blocks human RAD52 DNA annealing | P43351 | inhibition, % at 18.7 µM | 0.46% of 360,000 active | AID 651710 | recombinant RAD52 DNA annealing, FRET fluorescence;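 active means every replicate showing at least 50% inhibition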
# EWS-Fli inh = blocks EWS/Fli oncoprotein-driven transcription | 0.67% of 350,000 active | A673 NR0B1-luciferase reporter, viability-normalised | inhibition, % at 12.6 µM | AID 651661;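 active means mean inhibition of at least 50% after viability correction, with every replicate also passing that limit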;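 further: firefly luciferase signal divided by Alamar Blue viability fluorescence both relative to DMSO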
# E-selectin induc = induces E-selectin expression in human endothelial cells. HUVEC E-selectin immunofluorescence imaging; normalized: neutral wells 0, TNF-alpha wells 100. activation, % at 7.58 µM. 0.37% of 260,000 active;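 active means mean E-selectin-positive cell signal at least 10% of the positive control, reached in at least 60% of replicates, without over 20% cell loss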;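 further: in these data hits start at about 27%; measured in HUVEC primary endothelial cells; signal is the percent of cells scored E-selectin positive by PE staining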
# Target sequence (P16581 whole entry, looked up): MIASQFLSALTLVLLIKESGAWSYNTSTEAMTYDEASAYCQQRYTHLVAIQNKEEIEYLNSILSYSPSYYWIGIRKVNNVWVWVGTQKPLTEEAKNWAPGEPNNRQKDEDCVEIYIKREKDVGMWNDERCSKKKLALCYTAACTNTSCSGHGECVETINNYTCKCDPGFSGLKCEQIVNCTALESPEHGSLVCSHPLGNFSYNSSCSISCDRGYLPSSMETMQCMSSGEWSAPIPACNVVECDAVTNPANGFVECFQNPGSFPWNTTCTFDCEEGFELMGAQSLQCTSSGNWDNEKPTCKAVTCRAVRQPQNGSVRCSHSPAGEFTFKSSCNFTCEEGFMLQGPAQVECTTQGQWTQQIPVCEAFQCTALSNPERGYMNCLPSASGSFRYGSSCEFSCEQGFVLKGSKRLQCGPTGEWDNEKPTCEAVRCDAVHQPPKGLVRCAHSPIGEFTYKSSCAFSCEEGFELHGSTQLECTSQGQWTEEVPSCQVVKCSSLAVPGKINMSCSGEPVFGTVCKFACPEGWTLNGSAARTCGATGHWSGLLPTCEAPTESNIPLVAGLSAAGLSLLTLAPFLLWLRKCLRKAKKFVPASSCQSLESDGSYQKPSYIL
#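 Test system: HUVEC; input: 3,000 HUVEC/well; measured by: immunofluorescence imaging; read-out: % PE-positive cells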
# The depositor's hits bear a star; x = no result given; & = joins results of further samples. Hits appear at their usual frequency, and some 3% of all compounds hit somewhere here.
# Start of the data: the first 2 entries (preview)
molecule	RAD54 inh	FN deposit inh	S100A4 MyoIIA	esBAF inh	Xi reactivation	RAD52 inh	EWS-Fli inh	E-selectin induc
COc1ccccc1OCCNC(=O)c1ccc(NC(=O)CC2SC(N3CCCC3)=NC2=O)cc1 (configuration not stated)	5	-3	2	5	-0.1	-12	-7	-0.3
Cc1ccsc1/C=N/Nc1nc2ccccc2s1	x	4	13	x	0.1	-22	-37	x

# The whole of this part, from the start:
molecule	RAD54 inh	FN deposit inh	S100A4 MyoIIA	esBAF inh	Xi reactivation	RAD52 inh	EWS-Fli inh	E-selectin induc
COc1ccccc1OCCNC(=O)c1ccc(NC(=O)CC2SC(N3CCCC3)=NC2=O)cc1 (configuration not stated)	5	-3	2	5	-0.1	-12	-7	-0.3
Cc1ccsc1/C=N/Nc1nc2ccccc2s1	x	4	13	x	0.1	-22	-37	x
Cc1ccc(CNC(=O)CS(=O)Cc2nc(-c3ccccc3C)oc2C)cc1 (configuration not stated)	2	-11	1	-3	0.1	-5	-2	0.4
C/C(=N\NC(=O)C1CC1)c1ccc(OC(F)F)cc1	7	2	7	9	0.0	-3	-7	0.1
COc1ccc(CCNC(=O)COc2ccc3c(c2)OCO3)cc1	-2	0	2	-5	0.0	-1	-9	0.0
CC(=O)Nc1ccc(SCCN2CC[C@@H](C(C)(C)C)CCC2=O)cc1	0	10	-23	-4	0.4	-5	-7	0.0
C=CCNC(=S)N1CCOCC1	x	x	6	x	0.0	-11	3	x
Cc1cccc(N2CCN(S(=O)(=O)c3cccs3)CC2)c1C	-4	-6	-3	0	0.0	-12	11	x
COc1ccc(-c2nc(CN3CCN(c4ncnc5ccccc45)CC3)c(C)o2)c(OC)c1	x	-43	0	x	0.4	2	1	x
CC(C)(C)Nc1nc(Cl)nc(NCCN2CCOCC2)n1	x	5	2	x	0.0	1	8	0.1
COc1ccc(NC(=O)COC(=O)c2ccc(-n3cnnn3)cc2)cc1Cl	-2	0	-5	6	-0.1	-12	1	0.3
O=C(NCc1ccncc1)[C@@H]1CCCN1C(=O)[C@H]1CCCN1C(=O)c1c(F)cccc1F	x	0	-1	x	0.0	3	7	0.1
Cc1nnc(SCc2nc3sc4c(c3c(=O)[nH]2)CCCC4)n(N)c1=O	x	1	-3	x	-0.1	-261	-17	-0.1
OC[C@@H]1[C@H](c2ccc(C#Cc3ccccc3)cc2)[C@@H]2CN(Cc3cncnc3)CCCCN12	-2	x	-6	x	0.2	-8	-25	-0.1
COCCNC(=O)c1cc(-c2ccccn2)nc2ccc(S(=O)(=O)N3CCC(C)CC3)cc12	2	5	3	6	0.0	-9	x	0.1
Cc1ccc(NC(=O)CN2CCC(NC(=O)Cc3ccccc3)CC2)cc1C	2	x	-4	-5	x	-6	7	x
C[C@@H]1CCCCO[C@H](CN(C)S(=O)(=O)c2cccs2)[C@@H](C)CN([C@H](C)CO)C(=O)c2cc(NS(=O)(=O)c3cccs3)ccc2O1	12	-1	4	0	0.0	12	1	0.0
O=C(C[C@H]1C[C@@H]2c3cc(NC(=O)c4ccc5c(c4)OCO5)ccc3O[C@@H]2[C@@H](CO)O1)NC1CCCCC1	4	x	0	1	0.1	12	-7	0.7
Cc1nc2c(C)cccn2c(=O)c1NC(=O)c1cccs1	5	0	-5	0	0.0	-7	-8	-0.2
CCNC(=O)C1(C)CCCN(Cc2noc(-c3c(C)noc3C)n2)C1 (configuration not stated)	3	2	-11	-4	0.1	12	5	-4.0

# (continued)
molecule	RAD54 inh	FN deposit inh	S100A4 MyoIIA	esBAF inh	Xi reactivation	RAD52 inh	EWS-Fli inh	E-selectin induc
CN1c2ccc(-c3ccc(F)cc3)cc2[C@H]2[C@H](CCN2C(=O)Cc2cccnc2)[C@@H]1CO	9	-1	-9	-1	0.1	42	-2	0.0
C[C@@H]1CN([C@@H](C)CO)C(=O)c2cccc(NC(=O)c3ccc(-c4nccs4)cc3)c2O[C@H]1CN(C)Cc1ccc(Oc2ccccc2)cc1	-28	x	-1	1	-0.8	-3	8	71*
CCCCC(CC(O)COCC(C)C)C(=O)NNC(=S)Nc1ccccc1 (configuration not stated)	-4	-7	4	x	0.1	-17	4	x
CCN(CC)CCNC(=O)c1ccc(NC(=O)c2cccc(-n3cnnn3)c2)cc1	5	-7	-4	4	0.0	6	-3	-0.3
CC(C)[C@H](NC(=O)c1ccc(F)cc1)C(=O)NC1=NCCS1	x	0	7	x	0.7	-11	-9	1.5
CO[C@@H]1CN(C)C(=O)c2cc(NC(C)=O)ccc2OC[C@@H](C)N(CCC(F)(F)F)C[C@@H]1C	5	2	-95	-4	0.6	19	11	-0.2
COc1ccccc1NC(=O)NCCN1CCN(C(=O)Nc2ccccc2OC)CC1	x	-4	0	-4	-0.3	-2	-1	0.3
CCc1ccc2c(c1)C(=O)CCC2	-1	5	2	x	0.0	0	0	0.2
CCCNC(=O)N(C)C[C@H]1Oc2cc(C#CC(C)(C)O)ccc2S(=O)(=O)N([C@@H](C)CO)C[C@H]1C	7	-18	-1	-7	0.5	-1	4	-1.0
OC[C@@H]1[C@@H](c2ccc(Cl)cc2)C(c2cccc(Cl)c2)=NN1c1ccccc1	-12	3	11	-6	0.1	-3	-3	0.0
CCn1ncc(Br)c1C(=O)Nc1ccc(F)cc1F	-3	x	-5	-7	x	-2	0	x
C[C@@H]1CN([C@@H](C)CO)C(=O)c2cccc(NS(=O)(=O)c3ccc(Cl)cc3)c2O[C@H]1CN(C)C(=O)NC1CCCCC1	3	9	-5	2	-1.2	-20	-5	6.4
COCCNC(=S)NC1CC2CCCC(C1)N2Cc1cccs1 (configuration not stated)	x	x	-11	-8	x	1	1	x
Fc1ccc(-[n+]2nc(Nc3ccccc3)sc2-c2c3ccccc3cc3ccccc23)cc1	-3	6	4	-4	0.2	-24	31	-0.9
CCC1Oc2ccccc2N(CC(=O)N2CC(C)CC(C)C2)C1=O (configuration not stated)	-12	-4	-5	-3	0.0	3	-11	-0.1
COC(=O)[C@@]12CCCN1[C@H](c1ccc(-c3ccc4c(c3)OCO4)c(OC)c1)[C@H]1C(=O)N(C)C(=O)[C@H]12	4	9	4	1	-0.4	-4	-13	0.2
CS(=O)(=O)N1CCN(C(=O)COc2ccccc2)CC1	-3	-3	1	x	0.4	-10	6	-1.1
C[C@@H]1CN([C@@H](C)CO)C(=O)c2cc(NC(=O)c3ccncc3)ccc2O[C@@H]1CN(C)C(=O)Nc1ccc(F)cc1	19	-2	-21	3	-0.3	-4	-7	-2.6
COc1ccccc1NC(=O)Nc1ccc(NC(=O)c2ccccc2O)cc1	-1	4	-5	5	0.5	-35	-3	x
C/C(=N\NC(=O)c1cc(Br)ccc1O)c1cccc(NC(=O)c2ccccc2F)c1	-14	-3	-8	19	0.2	-12	-22	-1.7

# Remaining list, next part
molecule	RAD54 inh	FN deposit inh	S100A4 MyoIIA	esBAF inh	Xi reactivation	RAD52 inh	EWS-Fli inh	E-selectin induc
COc1ccccc1C(=O)Nc1ccc2c(c1)C(=O)N(C)[C@@H]1CC[C@@H](CC(=O)NCCc3ccncc3)O[C@@H]1CO2	6	2	x	-1	0.1	27	-2	0.0
C[C@H](CO)N1C[C@H](C)[C@@H](CN(C)S(=O)(=O)c2ccccc2)OCCCC[C@H](C)Oc2ccc(NC(=O)CCC(F)(F)F)cc2C1=O	2&-4	-6	-3&-5	-1&9	-0.1&-0.4	-19&-6	5&-2	x
C[C@@H]1CN([C@H](C)CO)C(=O)c2cccc(NC(=O)Nc3ccccc3)c2O[C@@H]1CN(C)Cc1ccccc1	-3	x	-39	1	0.3	-3	6	2.9
CCOC(=O)C(NC(=O)C1C(C)N1S(=O)(=O)c1ccc(C)cc1)C(=O)OCC (configuration not stated)	-2	-10	-4	3	0.1	-3	3	-0.1
O=[N+]([O-])c1c(Nc2ccccn2)cc(Cl)c2nonc12	x	-1	3	x	0.1	-19	45	x
C[C@H](CO)N1C[C@H](C)[C@H](CN(C)Cc2ccccn2)Oc2ncc(-c3cccc(F)c3)cc2C1=O	-6	x	1	3	-0.8	-7	-11	0.0
COc1ccc(-n2nnnc2CNC(=O)C(=O)c2c[nH]c3ccccc23)cc1	x	-1	2	x	0.5	-2	10	x
Cc1ccccc1S(=O)(=O)NCC[C@@H]1CC[C@H](NC(=O)C2CCCCC2)[C@@H](CO)O1	5	-6	-20	4	0.0	-18	0	-0.2
COc1ccc2c3c(n(C)c2c1)[C@@H](CO)N(Cc1ccc(Cl)cc1)CC31CCN(C(=O)NC(C)C)CC1	x	x	9	x	0.0	-135	9	0.1
COC(=O)C(C)(C)ONC(=O)Nc1ccc(Br)cc1	x	x	-3	x	0.0	-21	9	x
Cc1ccc(S(=O)(=O)N(C)C[C@H]2Oc3c(NC(=O)c4ccncc4)cccc3C(=O)N([C@@H](C)CO)C[C@H]2C)cc1	-4	x	-5	0	-0.9	-3	2	0.3
Cc1c(NC(=O)c2ccc(S(=O)(=O)N3CCOCC3)cc2)c(=O)n(-c2ccccc2)n1C	x	2	2	x	-0.2	-24	4	-0.5
COc1cccc(CN2CC(C(=O)NC3CCC3)CCC2=O)c1 (configuration not stated)	-9	-15	4	1	0.2	0	-11	0.1
COc1ccc(CN(C)C[C@@H]2Oc3ccc(NC(=O)Nc4c(C)noc4C)cc3CC(=O)N([C@@H](C)CO)C[C@@H]2C)cc1	25	3	-4	0	6.8	5	-2	-10
COc1ccccc1CNC(=O)C[C@@H]1CC[C@@H]2[C@H](COC[C@H](O)CN2C(=O)Nc2ccc(C(F)(F)F)cc2)O1	0	-1	-7	3	-0.1	-5	5	0.3
Cc1ccc(NC(=O)c2ccccc2F)cc1S(=O)(=O)N1CCCCCC1	x	4	-2	x	0.0	-68	7	0.4
Cc1ccc(C(=O)NCC(=O)OCC(=O)/C=C2\N(C)c3ccccc3C2(C)C)cc1C	-6	-5	-38	-10	0.1	-227	3	10
CN(C)CC#Cc1ccc([C@H]2[C@H](CO)N3CCCCN(C(=O)NC4CCCC4)C[C@@H]23)cc1	-6	x	10	x	0.1	-11	-7	-0.1
CCOC(=O)c1ccccc1N=N/C(C(C)=O)=C(/C)O	x	-3	-8	x	0.4	-2	1	-0.6
CCS(=O)(=O)Nc1ccc2c(c1)C(=O)N(C)C[C@@H](OC)[C@H](C)CN(Cc1ccccn1)[C@H](C)CO2	1	-22	-10	-4	0.0	-7	8	0.0

# (next part)
molecule	RAD54 inh	FN deposit inh	S100A4 MyoIIA	esBAF inh	Xi reactivation	RAD52 inh	EWS-Fli inh	E-selectin induc
COCCNC(=O)c1ccc(CS(=O)(=O)c2ccccc2OC)o1	-18	6	3	-1	0.0	-9	-2	-0.2
NC(=S)NNC(=O)c1cccc(Cl)c1	-2	6	2	x	0.2	-9	-5	0.0
CCCCn1nc(C(=O)Nc2nc3c(s2)CCCC3)c2ccccc2c1=O	x	1	6	x	0.1	-9	-4	0.3
CC=Cc1ccc2n(c1=O)C[C@@H]1[C@@H](CO)[C@H](C(=O)NC3Cc4ccccc4C3)N(CC3CC3)[C@H]21 (mixture of isomers)	-4	x	4	-2	0.3	-51	-4	-0.5

# Assay outcomes (PubChem BioAssay)
